NOD1 NF-kB reporter = NOD1 signaling inhibitors, primary screen, cell-based, luminescence, uHTS (AID 1578). NOD1-driven NF-kB luciferase reporter cells, luminescence; higher % means a stronger effect. inhibition, % at 4 µM; hits with a dose series show EC50 in µM. actives 1% (n = 290,000); in the data active = inhibition mostly above about 36%, no sharp cut-off; inactive = mostly below about 34%;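 note: HEK-293T reporter cells stimulated with the NOD1 agonist gamma-tri-DAP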
HIV peptide binding = inhibitors of HIV fusion peptide binding, primary screen, biochemical, uHTS, fluorescence dequenching (AID 1986) | cell-free peptide binding, fluorescence dequenching, 30 min; higher % means a stronger effect | one-dose inhibition, % at 20 µM; IC50 in µM for titrated hits | actives 0.3% (n = 290,000); in the data active = inhibition mostly above about 52%, no sharp cut-off; inactive = mostly below about 76%; note: some results filed as inactive read as strong as hits
MgcRacGAP inhibition = MgcRacGAP GTPase-activating activity inhibitors, confirmation, biochemical, ADP Hunter fluorescence; MgcRacGAP-stimulated Rac1 GTP hydrolysis, ADP Hunter fluorescence; higher % means a stronger effect; GST-tagged Rac1 F28L mutant substrate; one-dose inhibition, % at 30 µM; IC50 in µM for titrated hits; actives 0.6% (n = 340,000);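 active = first-screen hits whose inhibition reached a set limit at any dose in the follow-up dose series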;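 note: fluorescence reports GDP produced by GAP-driven GTP hydrolysis; strong numbers were not always called active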
KOR beta-arrestin-1 = KOR antagonists, beta-arrestin recruitment, cell-based, luminescence, uHTS (AID 1778); actives 0.091% (n = 290,000); inhibition, % at 10 µM, or IC50 in µM where a hit was titrated; KOR beta-arrestin recruitment, luminescence, antagonist mode; higher % means a stronger effect; note: strong numbers were not always called active
GPR55 beta-arrestin = selective activators of receptor GPR55 – imaging, U2OS cells, beta-arrestin-GFP redistribution, primary screen (AID 1961); U2OS GPR55 beta-arrestin-GFP redistribution imaging; higher % means a stronger effect; one-dose activation, % at 10 µM; EC50 in µM for titrated hits; actives 0.048% (n = 290,000);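 active = activation above 40% with more than 50 cells counted in the well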;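 note: U2OS osteosarcoma cells stably expressing GPR55 and beta-arrestin-GFP; plate controls were DMSO negative control for no effect and LPI positive control for full effect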
HEK293 NOD2/NF-kB = NOD2 signaling inhibitors, cell-based, luminescence, uHTS, HEK293 (AID 1566). HEK293 NOD2/NF-kB luciferase reporter, luminescence; higher % means a stronger effect. inhibition, % at 4 µM, or EC50 in µM where a hit was titrated. actives 0.63% (n = 290,000); note: many of its hits are not listed in these tables
Large T inhibition = TAg ATPase/helicase activity blockers – biochemical (AID 1903); actives 0.39% (n = 310,000); SV40 large T antigen ATPase/helicase inhibition assay; higher % means a stronger effect; inhibition, % at 20 µM, or IC50 in µM where a hit was titrated; in the data active = a potency from the dose series; note: strong numbers were not always called active
GPR55 antagonists = inhibition of LPI-stimulated GPR55 beta-arrestin translocation – imaging, U2OS, beta-arrestin-GFP, LPI agonist, primary screen (AID 2013). actives 0.13% (n = 290,000). one-dose inhibition, % at 10 µM; IC50 in µM for titrated hits. U2OS GPR55 beta-arrestin-GFP translocation imaging, LPI antagonism; higher % means a stronger effect;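 active = spots per cell inhibited over 60%, with over 100 cells counted and total cytoplasm intensity under 500,000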;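 note: U2OS cells stably carrying GPR55 and arrestin-GFP stimulated by 5 µM LPI near EC80; imaged beta-arrestin-GFP aggregate spots per cell after agonist stimulation; plate controls were LPI-stimulated DMSO wells for no effect and DMSO wells without LPI for full effect; some results filed as inactive read as strong as hits; confirmed hits need IC50 under 10 µM and bright autofluorescent wells are also inconclusive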
KOR beta-arrestin-2 = KOR agonists, beta-arrestin recruitment, primary screen, cell-based, luminescence, uHTS (AID 1777); KOR beta-arrestin recruitment, luminescence; higher % means a stronger effect; one-dose activation, % at 10 µM; EC50 in µM for titrated hits; actives 0.02% (n = 280,000); in the data active = activation above about 50%, passing the limit was not always enough; note: a part of the inactive calls stands beside numbers as strong as those of hits
Numbers without * were called inactive; nt = no result given; [ ] = dose if it differs, or a comment. Cut-off read from the data, not from the text of the source, unless noted: active = inhibition above about 50%; inactive = the rest.

SMILES | KOR beta-arrestin-2 | HIV peptide binding | GPR55 antagonists | KOR beta-arrestin-1 | HEK293 NOD2/NF-kB | NOD1 NF-kB reporter | GPR55 beta-arrestin | Large T inhibition | MgcRacGAP inhibition
CSc1ncccc1C(=O)N1CCN(S(=O)(=O)c2ccc(C)cc2)CC1 | -0.8% | 0.2% | 13% | -45% | 10% | 7% | -0.1% | 1% | 1%
COc1cc(/C=N/Nc2snc(SC)c2C#N)ccc1O | 0.6% | 0.0% | -9% | -35% | 2% | 64% | 0.5% | -3% | 9%
O=C(NCc1ccc2c(c1)OCO2)c1ccc(CSCc2cccc(Cl)c2)o1 | 12% | -0.1% | 32% | 26% | 0% | 20% | -0.2% | 7% | 6%
O=C(Nc1cccc(F)c1)c1ccc(-c2ccccc2Cl)o1 | 7.8% | -0.8% | 68% | -38% | -25% | 11% | 0.7% | 3% | 7%
CCN(CC(=O)Nc1ccccc1C(F)(F)F)C(=O)c1ccc(N2C(=O)CCC2=O)cc1 | 2.0% | -0.1% | 7% | -26% | 6% | -20% | 0.0% | -5% | 7%
COc1ccc(CCC(=O)NC2CCC(C)CC2)cc1 (stereo not drawn) | 0.0% | -0.5% | 7% | -34% | -7% | -8% | 0.3% | 11% | 8%
Cc1nnn(C23CC4CC(CC(C(=O)NN)(C4)C2)C3)n1 | 0.2% | 0.0% | -1% | -10% | -6% | -6% | 0.0% | 2% | -2%
Cc1ccc(S(=O)(=O)N2CCN(C(=O)C(C)Cn3nc(C)c(C)c3C)CC2)cc1C (stereo not drawn) | -4.5% | -1.0% | 24% | -25% | -12% | -20% | 0.1% | 3% | 0%
Nc1ccccc1OCCOc1ccccc1N | -1.7% | -0.4% | -7% | 0% | -28% | -6% | -0.1% | 31% | 12%
CCc1cccc(CC)c1NC(=S)NC(C)c1ccccc1 (stereo not drawn) | 8.8% | -0.5% | 1% | 13% | -67% | -11% | -0.3% | 5% | -2%
Cc1c(Cl)cccc1NC(=S)NNc1ncc(C(F)(F)F)cc1Cl | -12% | 1.6% | -4% | -29% | nt | nt | -0.1% | 9% | 4%
Cc1cc(C)c(C(=O)NC2CCCc3c2cnn3-c2ccc(C)c(C)c2)c(=O)[nH]1 (stereo not drawn) | 7.2% | -0.3% | 5% | -21% | 17% | -7% | -0.1% | -7% | -2%
Cc1ccc(C)c(Nc2cc(C)nc3ncnn23)c1 | -1.3% | 1.0% | 12% | -23%[20 µM] | 8% | -14% | 0.5% | 6% | 0%
CCOC(=O)CSc1ncnc2c1nnn2-c1ccc(F)cc1 | -3.1% | 0.3% | 2% | 20% | 13% | 1% | -0.1% | 2% | 7%
O=S(=O)(Nc1ccccn1)c1cnc(Cl)c(Br)c1 | -3.8% | 5.6% | 11% | 6% | 7% | -42% | -0.1% | 3% | 8%
Cc1noc(C)c1COC(=O)c1cccc(S(=O)(=O)N2c3ccccc3CC2C)c1 (stereo not drawn) | -3.5% | -1.3% | 50% | 16% | 29% | 45% | 0.3% | 1% | 13%
COc1ccc(NC(=O)Cc2c(F)cccc2Cl)cc1 | -1.6% | -0.3% | 0% | -68%[20 µM] | -18% | -8% | -0.1% | 4% | 4%
CCOC(=O)c1ccc(NC(=O)Oc2ccccc2)cc1 | -4.3% | 0.8% | 1% | 10% | -15% | -1% | -0.1% | 15% | 5%
Cc1nc2cc(NC(=O)NCCC3=CCCCC3)ccc2o1 | -2.6% | -3.2% | 17% | 3% | -43% | -38% | -0.2% | 7% | 13%
Cc1nn(C)c(C)c1CN(C)C(=O)C1c2ccccc2Oc2ccccc21 | -4.0% | 31% | 10% | -13% | 8% | -24% | 0.0% | 3% | 6%
NS(=O)(=O)c1ccc(NC(=S)N2CCN(Cc3ccc4c(c3)OCO4)CC2)cc1 | 0.6% | -0.4% | 5% | -70%[20 µM] | -10% | -8% | -0.1% | 2% | 13%
c1ccc(-n2c(SCC3CCCCO3)nnc2-c2cccs2)cc1 (stereo not drawn) | -2.5% | -0.3% | 12% | 0% | 8% | -21% | -0.1% | -5% | 4%
Cc1ccc(/C=C2/Sc3ccc(C(=O)N4CCN(C)CC4)cc3NC2=O)cc1 | -2.8% | 25% | -1% | -42% | 9% | -9% | -0.2% | 10% | 9%
Cc1c(C(=O)N/N=C/c2ccc(N(C)C)cc2)[nH]c2ccc(Cl)cc12 | 5.8% | 0.4% | 2% | -114% | -2% | -24% | 0.9% | 5% | 16%
CN1CCN(CCCNC(=O)c2ccc(/C=C3\Sc4ccccc4N(Cc4ccccc4F)C3=O)cc2)CC1 | -3.2% | 0.3% | -2% | -21% | 18% | -16% | 0.1% | 3% | -2%
CC(=O)c1ccc(NC(=O)CCn2c(=S)oc3ccccc32)cc1 | -1.6% | 1.0% | -8% | 2% | 15% | 7% | 0.0% | -3% | 7%
Cc1ccc2cc(CN(Cc3nnnn3C3CCCC3)C3CCCCC3)c(=O)[nH]c2c1C | 16% | 0.8% | 0% | -35% | 0% | 11% | -0.2% | 3% | 4%
CC(=O)c1c(C)[nH]c(C(=O)OCC(=O)Nc2ccc(Cl)cc2[N+](=O)[O-])c1C | -2.4% | -3.2% | 2% | -15% | 51%* | 45% | 0.6% | -5% | -3%
COc1ccc(/C=C/C(=O)NC(=S)N2CCN(c3ccccn3)CC2)cc1OC | -4.6% | 0.9% | 5% | 9%[20 µM] | 12% | -26% | 0.4% | nt | 4%
Cc1ccc(Cn2c(=S)[nH]c3ccccc3c2=O)cc1 | 1.2% | 1.9% | 6% | -21% | 5% | -16% | 0.0% | 5% | 5%

Reformatted with values ahead of the structure: entries from further up
KOR beta-arrestin-2	HIV peptide binding	GPR55 antagonists	KOR beta-arrestin-1	HEK293 NOD2/NF-kB	NOD1 NF-kB reporter	GPR55 beta-arrestin	Large T inhibition	MgcRacGAP inhibition	canonical_smiles
-3.1%	0.3%	2%	20%	13%	1%	-0.1%	2%	7%	CCOC(=O)CSc1ncnc2c1nnn2-c1ccc(F)cc1
-3.8%	5.6%	11%	6%	7%	-42%	-0.1%	3%	8%	O=S(=O)(Nc1ccccn1)c1cnc(Cl)c(Br)c1
-3.5%	-1.3%	50%	16%	29%	45%	0.3%	1%	13%	Cc1noc(C)c1COC(=O)c1cccc(S(=O)(=O)N2c3ccccc3CC2C)c1 (stereo not drawn)
-1.6%	-0.3%	0%	-68%[20 µM]	-18%	-8%	-0.1%	4%	4%	COc1ccc(NC(=O)Cc2c(F)cccc2Cl)cc1
-4.3%	0.8%	1%	10%	-15%	-1%	-0.1%	15%	5%	CCOC(=O)c1ccc(NC(=O)Oc2ccccc2)cc1
-2.6%	-3.2%	17%	3%	-43%	-38%	-0.2%	7%	13%	Cc1nc2cc(NC(=O)NCCC3=CCCCC3)ccc2o1
-4.0%	31%	10%	-13%	8%	-24%	0.0%	3%	6%	Cc1nn(C)c(C)c1CN(C)C(=O)C1c2ccccc2Oc2ccccc21
0.6%	-0.4%	5%	-70%[20 µM]	-10%	-8%	-0.1%	2%	13%	NS(=O)(=O)c1ccc(NC(=S)N2CCN(Cc3ccc4c(c3)OCO4)CC2)cc1
-2.5%	-0.3%	12%	0%	8%	-21%	-0.1%	-5%	4%	c1ccc(-n2c(SCC3CCCCO3)nnc2-c2cccs2)cc1 (stereo not drawn)
-2.8%	25%	-1%	-42%	9%	-9%	-0.2%	10%	9%	Cc1ccc(/C=C2/Sc3ccc(C(=O)N4CCN(C)CC4)cc3NC2=O)cc1
5.8%	0.4%	2%	-114%	-2%	-24%	0.9%	5%	16%	Cc1c(C(=O)N/N=C/c2ccc(N(C)C)cc2)[nH]c2ccc(Cl)cc12
-3.2%	0.3%	-2%	-21%	18%	-16%	0.1%	3%	-2%	CN1CCN(CCCNC(=O)c2ccc(/C=C3\Sc4ccccc4N(Cc4ccccc4F)C3=O)cc2)CC1
-1.6%	1.0%	-8%	2%	15%	7%	0.0%	-3%	7%	CC(=O)c1ccc(NC(=O)CCn2c(=S)oc3ccccc32)cc1
16%	0.8%	0%	-35%	0%	11%	-0.2%	3%	4%	Cc1ccc2cc(CN(Cc3nnnn3C3CCCC3)C3CCCCC3)c(=O)[nH]c2c1C

Next structures follow:
SMILES | KOR beta-arrestin-2 | HIV peptide binding | GPR55 antagonists | KOR beta-arrestin-1 | HEK293 NOD2/NF-kB | NOD1 NF-kB reporter | GPR55 beta-arrestin | Large T inhibition | MgcRacGAP inhibition
O=C1C(Cc2ccccc2)S/C(=N/N=C/c2ccco2)N1c1ccccc1 (stereo not drawn) | 1.4% | 23% | -18% | -54% | -7% | 12% | 0.0% | 10% | 8%
CCn1nc(C)c(Br)c1Nc1ccc(Br)cc1 | -1.6% | 2.1% | 7% | 21% | -6% | 8% | 0.0% | 8% | 5%
Cc1sc2ncnc(Nc3ccccc3)c2c1C | 5.0% | 1.2% | 8% | -6% | -6% | -4% | 0.0% | 11% | 5%
CC(C)CCn1c(CN2CCN(c3cccc(Cl)c3)CC2)nc2c1c(=O)n(C)c(=O)n2C | 5.0% | -1.7% | 8% | -6% | 9% | 6% | -0.1% | 5% | 8%
Cn1c(=O)[nH]c(=O)c2c1nc(N1CCCCC1)n2CCCSc1nc2ccccc2s1 | -4.9% | -0.9% | 4% | 36% | 25% | 34% | -0.2% | 7% | 6%
CN1CCN(C(=O)CCCN2C(=O)/C(=C/c3cccc(Br)c3)SC2=S)CC1 | -2.2% | -1.8% | 0% | -75% | -3% | -28% | 0.9% | nt | 14%
CC1COC(c2cccn2Cc2ccccc2Cl)=N1 (stereo not drawn) | 3.5% | -2.0% | 2% | 20% | 1% | 6% | 0.3% | -5% | 7%
c1ccc(-n2ncc3c2ncn2nc(-c4ccco4)nc32)cc1 | -1.7% | -0.9% | 1% | -10% | -69% | -79% | -0.2% | -5% | 9%
COc1ccc(Br)cc1/C=N/NC(=O)c1cccc(S(=O)(=O)N2CCOCC2)c1 | -8.7% | -0.4% | -5% | -10% | 17% | -15% | 0.2% | 8% | 7%
Cc1ccc(C(=O)Nc2cccc(Oc3ccccc3)c2)o1 | -1.5% | -1.8% | 1% | 6% | -38% | -28% | 0.3% | 4% | 2%
CCC(C(=O)OC)n1cnc2c(oc3ccccc32)c1=O (stereo not drawn) | 1.6% | 0.9% | 3% | -18% | 12% | -30% | -0.2% | 11% | 9%
CCCc1cc(=O)[nH]c(SCC(=O)Nc2ncc(S(=O)(=O)c3ccc([N+](=O)[O-])cc3)s2)n1 | 5.8% | -2.6% | 8% | 9% | 11% | -9% | -0.3% | 4% | -2%
CC1NC(=O)NC1CCCCCC(=O)NCCc1ccccc1 (stereo not drawn) | -0.8% | -1.5% | -6% | 20% | -12% | -28% | -0.1% | 8% | 9%
Cc1oc(/N=C/c2ccc(Cl)cc2)c(C#N)c1C | -5.6% | -0.5% | -2% | 3% | 11% | 6% | -0.2% | 9% | 5%
CN(C)c1oc(-c2ccccc2Cl)nc1P(=O)(c1ccccc1)c1ccccc1 | -3.8% | -2.7% | 0% | -19% | -35% | 0% | -0.1% | 16% | 8%

The list is partial; the hit share may differ from the screen's.
